Source: PubChem (several laboratories)
SDO1 yeast rescue: sdo1-depleted yeast growth rescue; z-score at 10 µM; actives 0.21% (n = 140,000); S. cerevisiae sdo1-depleted JHY4D growth rescue, OD600 30 h; active compounds read high; pdr5 snq2 efflux-pump mutant strain; AID 817;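 active = z-score above 3 at both the 24 hr and the 30 hr optical density reads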;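 note: z-score against mean and SD of all compound wells on the same plate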
INS promoter inh: TRM-6 insulin promoter activity inhibition. AID 1273. TRM-6 cells (human fetal islet line), insulin promoter-eGFP reporter, imaging; reporter expression induced with tamoxifen. inhibition, % at 2 µM. actives 0.9% (n = 130,000);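 active = inhibition above the mean plus 3 SD, with well images judged a real hit on visual review, cut at about 60% in these data, passing the limit was not always enough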
SDO1 yeast rescue Rescue 24 h: recorded beside SDO1 yeast rescue, whose call it bears; z-score; S. cerevisiae sdo1-depleted JHY4D growth rescue, OD600; measured here: growth rescue at 24 h;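 0 is the plate mean of compound wells and units are plate SD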
* = called active by the depositor; · = not tested or not shown. This is a subset. The share of hits here may be higher or lower than overall.

| structure | SDO1 yeast rescue | SDO1 yeast rescue Rescue 24 h | INS promoter inh |
| --- | --- | --- | --- |
| COC(=O)c1ccc(-n2c(C)nc3ccccc3c2=O)cc1 | 0.91 | 0.74 | -6.9 |
| O=C1NC(=O)C2(Cc3ccccc3N3CCCC32)C(=O)N1c1cccc(Cl)c1 (configuration not stated) | 0.07 | 0.15 | -8.8 |
| Clc1ccc(C2N3CCCN23)c(Cl)c1 (configuration not stated) | -0.41 | -0.85 | -3.5 |
| CCn1cc(C(=O)N2CCC3(CC2)OCCO3)c(=O)c2cc(S(=O)(=O)N3CCCC3)ccc21 | 0.06 | -0.69 | 19.2 |
| O=C(c1cc(=O)[nH]c2ccc(Br)cc12)N1CCC2(CC1)OCCO2 | 0.57 | 0.89 | · |
| Cc1cccc(C(O)(C(=O)NNC(=O)CN2CCN(C)CC2)c2cccc(C)c2)c1 | 1.63 | 1.41 | · |
| CN1C(=O)/C(=C\N2CCc3ccccc32)C(=O)NC1=S | 0.92 | 0.74 | -12.5 |
| COc1ccc(C(=O)N2CCOCC2)cc1S(=O)(=O)N1CCC(C)CC1 | 0 | -0.69 | 34.2 |
| COc1ccc(CCN(C)Cc2c(F)cccc2F)cc1OC | 0.08 | 0.31 | 21.4 |
| Cc1cc(S(=O)(=O)NCC(C)C)ccc1OCC(=O)N1CCN(Cc2ccccc2)CC1 | 0.3 | -0.42 | -172.7 |
| COc1cc(/C=C(/C)[N+](=O)[O-])ccc1OCc1ccccc1Cl | -0.52 | -0.85 | -41.7 |
| O=C1NC(=O)C(CCc2ccncc2)(Cc2ccc([N+](=O)[O-])cc2)C(=O)N1 | 0.39 | 0.18 | -6.7 |
| O=S(=O)(c1ccccc1)N1CC1c1ccccc1 (configuration not stated) | -0.25 | -0.42 | 20.0 |
| O=Cc1cn(Cc2ccccc2[N+](=O)[O-])c2ccccc12 | -0.38 | 0.07 | -5.4 |
| CC(C)(C)c1nc(N2CCN(C(=O)c3ccco3)CC2)c2nnn(Cc3ccccc3Cl)c2n1 | -0.41 | 0.17 | · |
| Nc1ccc(S(=O)(=O)N2CCCCC2c2cccnc2)cc1 (configuration not stated) | 0.09 | -0.14 | · |
| CN(C)C1=NC(N(C)C)=NP(N(C)C)(N(C)C)=N1 | 0.47 | -0.24 | · |
| C1=C(c2c[nH]c3ccccc23)CCNC1 | -1.27 | -1.43 | -455.6 |
| Cc1c(N=Nc2c(O)n(C)c(=O)n(C)c2=O)c(=O)n(-c2ccccc2)n1C | 1.11 | 1.35 | -20.0 |
| O=C(Cc1cccs1)N1CCC2(CC1)OCCO2 | -0.35 | -0.66 | 25.0 |
| Cc1cc(NC(=O)COC(=O)c2c(C)nn(Cc3ccccc3Cl)c2Cl)no1 | 0.88 | 2.01 | -54.5 |
| CCC(COC(=O)c1cc(OC)c(OC)c(OC)c1)(c1ccccc1)N(C)C (configuration not stated) | -1.78 | -0.31 | -130.4 |
| CCSc1nnc([C@@H](N)Cc2ccccc2)o1 | 0.6 | -0.03 | -13.3 |
| Cc1cc(CN(C)C)c(OC(=O)N(C)C)cc1C | 1.07 | 0.59 | · |
| CCCn1c(C(=O)c2ccccc2)nc2ccccc21 | · | · | 35.7 |
| OC12ONC(c3ccccn3)C1N1CCC2CC1 (configuration not stated) | 0.37 | -0.68 | -107.7 |
| CCOC(=O)c1c(C)n(Cc2ccccc2)c2ccc(OCC(O)Cn3nc(C)cc3C)cc12 (configuration not stated) | -0.55 | -0.67 | 15.4 |
| O=P(O)(O)C12CC3CC(CC(C3)C1)C2 | 1.31 | 0.1 | 15.0 |
| CCN1C(=O)C(=Cc2ccc(C)s2)C(=O)N(CC)C1=S | -1.74 | -1.96 | 14.3 |
| CCOc1ccc(-n2c(O)c(C=NCCN3CCNCC3)c(=O)[nH]c2=O)cc1 | 0.72 | 1.72 | -8.6 |

Only SDO1 yeast rescue, for some of the entries so far:
SMILES	SDO1 yeast rescue
CN1C(=O)/C(=C\N2CCc3ccccc32)C(=O)NC1=S	0.92
CCN1C(=O)C(=Cc2ccc(C)s2)C(=O)N(CC)C1=S	-1.74
CCOc1ccc(-n2c(O)c(C=NCCN3CCNCC3)c(=O)[nH]c2=O)cc1	0.72
CN(C)C1=NC(N(C)C)=NP(N(C)C)(N(C)C)=N1	0.47
COc1ccc(CCN(C)Cc2c(F)cccc2F)cc1OC	0.08
O=C(c1cc(=O)[nH]c2ccc(Br)cc12)N1CCC2(CC1)OCCO2	0.57

Further records.
| structure | SDO1 yeast rescue | SDO1 yeast rescue Rescue 24 h | INS promoter inh |
| --- | --- | --- | --- |
| CCN(C(=O)Oc1ccccc1)c1ccc(C(O)(C(=O)OC)C(F)(F)F)cc1 (configuration not stated) | -0.37 | -1.08 | 40.0 |
| O=c1[nH]c(=O)n(Cc2ccco2)c(O)c1/C=N/N1CCCCC1 | 1.57 | 1.95 | · |
| COP(=O)(OC)C(NC(=O)c1ccc(C)cc1)C(Cl)(Cl)Cl (configuration not stated) | · | · | 78.6* |
| CN(C)C1=NP(N(C)C)(N(C)C)=NC(c2ccccc2)=N1 | 0.52 | 0.34 | -78.6 |
| COC(=O)[C@@H]1C[C@@]1(C)[C@@H](NP(=O)(c1ccccc1)c1ccccc1)c1ccccc1 | -0.34 | -0.99 | 14.3 |
| CCN(CC)S(=O)(=O)c1cc(NC(=O)C(C)N2CC=C(c3ccccc3)CC2)ccc1C (configuration not stated) | -0.96 | -0.54 | -29.0 |
| CC(=O)Nc1cc([As](=O)(O)O)ccc1O | 0.51 | 1.62 | 0.0 |
| Clc1ccccc1CNC1CN2CCC1CC2 (configuration not stated) | 0.81 | 0.07 | 15.6 |
| CC(=O)Nc1cc(C(=O)N2CCC3(CC2)OCCO3)ccc1S(=O)(=O)c1ccc(C)cc1 | -0.37 | -1.15 | 53.9 |
| CC1(C)OC1COc1c2occc2cc2ccc(=O)oc12 (configuration not stated) | 0.21 | -0.06 | 38.1 |
| Cc1ccc(/C=C2\C(=O)NC(=S)N(c3ccc(F)cc3)C2=O)s1 | · | · | -60.0 |
| COc1ccc(NC(=O)N2CCC3(CC2)OCCO3)cc1 | · | · | -47.4 |
| CCOP(=O)(OCC)C(NC(=O)c1ccccc1)=C(Cl)Cl | 0.38 | -0.76 | · |
| COc1ccccc1OCCCn1cc(C(C)=O)c2ccccc21 | · | · | 16.7 |
| O=C1NC(=O)C(CCc2ccncc2)(CCc2ccccn2)C(=O)N1c1ccc(Br)cc1 (configuration not stated) | · | · | -71.4 |
| CNC(=S)NC1CC2CCCC(C1)N2CC(C)C (configuration not stated) | 1.49 | 1.5 | 30.0 |
| CCOCC(=O)NC1CCSC1=O (configuration not stated) | 0.38 | 1.02 | 13.3 |
| O=c1[nH]c(=S)n(CCC2=CCCCC2)c(O)c1C=NCc1cccnc1 | 1.05 | 1.47 | -2.7 |
| COc1ccc(CC2C(=O)NC(=O)N(c3ccccc3)C2=O)c(OC)c1 (configuration not stated) | 0.79 | 0.86 | · |
| Clc1ccc(C(c2ccccc2)c2ncc[nH]2)cc1 (configuration not stated) | -0.03 | -0.31 | -18.5 |
| OC(CNC1CCCCC1)c1ccccc1 (configuration not stated) | 0.55 | -0.11 | -66.7 |
| C/C(=N\N1CCN(C)CC1)c1c(O)n(Cc2ccccc2)c(=O)[nH]c1=O | 0.4 | 0.56 | · |
| CC(C)Sc1nnc([C@@H](N)Cc2ccccc2)o1 | -0.14 | -0.75 | -10.5 |
| NC(=O)c1cn(C2OC(CO)C(O)C2O)c2ncnc(N)c12 (configuration not stated) | 1.24 | 3 | 63.6* |
| CN1C2CCC1CC(OC(=O)c1cc(Cl)cc(Cl)c1)C2 (configuration not stated) | 1 | 0.77 | -23.3 |
| CCCCCCn1c(=O)c(C(=O)Nc2nnc(C)s2)c(O)c2ccccc21 | · | · | 30.0 |
| C[C@H]1CCC/C=C/C2C[C@H](O)CC2[C@H](O)/C=C/C(=O)O1 (some centres not stated) | -0.69 | -0.2 | -304.6 |
| CNCC(O)c1cccc(OC(=O)c2ccccc2C)c1 (configuration not stated) | 1.29 | 1.82 | 25.8 |
| O=C(O)CCCc1ccc(N(CCCl)CCCl)cc1 | -0.09 | -0.08 | 31.8 |
| CCN1CCN(c2ccc(NC(=O)C(C)C)cc2Cl)CC1 | 0.36 | 0.21 | -5.6 |

Part of the list above, with two lines to a compound:
The line under a structure holds: SDO1 yeast rescue	SDO1 yeast rescue Rescue 24 h	INS promoter inh
- CCOc1ccc(-n2c(O)c(C=NCCN3CCNCC3)c(=O)[nH]c2=O)cc1
    0.72	1.72	-8.6
- CCN(C(=O)Oc1ccccc1)c1ccc(C(O)(C(=O)OC)C(F)(F)F)cc1 (configuration not stated)
    -0.37	-1.08	40.0

The listing picks up, starting 2 compounds before the break.
| structure | SDO1 yeast rescue | SDO1 yeast rescue Rescue 24 h | INS promoter inh |
| --- | --- | --- | --- |
| O=C(O)CCCc1ccc(N(CCCl)CCCl)cc1 | -0.09 | -0.08 | 31.8 |
| CCN1CCN(c2ccc(NC(=O)C(C)C)cc2Cl)CC1 | 0.36 | 0.21 | -5.6 |
| CCOP(=S)(OCC)c1ccc(N(C)C)cc1 | 0.31 | 0.48 | 11.1 |
| Cc1ccc(/C=C2/C(=O)NC(=O)N(CCc3ccc(F)cc3)C2=O)s1 | 0.34 | -0.09 | 24.1 |
| O=C(Cn1cnc2ccccc2c1=O)NCC(=O)N1CCC2(CC1)OCCO2 | 0.4 | 0.63 | 40.3 |
| Cc1cc(C)n2nc(SC(C)C(=O)N3CCC4(CC3)OCCO4)nc2n1 (configuration not stated) | -0.36 | -1.1 | · |
| CCOC(=O)[C@@]12C(=O)C(=O)N[C@]1(c1ccccc1)C1OCCCC12 (some centres not stated) | 0.24 | 0.07 | -40.0 |
| COc1ccccc1N=Cc1c(O)n(C)c(=O)n(C)c1=O | 3.23* | 3.77* | 9.7 |
| CCOc1ccc(-n2c(O)c(N=Nc3ccc([N+](=O)[O-])cc3)c(=O)[nH]c2=O)cc1 | · | · | -11.1 |
| N#Cc1cc2c(nc1SCC(=O)Nc1cc(Cl)ccc1Cl)C1CCN2CC1 | -1.01 | -0.84 | -134.5 |
| Cc1cccc2c1=NC(=O)/C(=C/c1c(O)[nH]c(=O)[nH]c1=O)C=2 | 1.33 | 1.35 | 0.0 |
| CCOC(=O)Cn1cc(C(=O)c2ccccc2F)c2ccccc21 | -1.7 | -1.2 | 46.0 |
| CCCn1cc(CN2CCCC(C(=O)c3cccc(OC)c3)C2)c(C)n1 (configuration not stated) | · | · | 30.0 |
| CCC(=NCc1ccco1)c1c(O)n(-c2ccc(OC)cc2)c(=O)[nH]c1=O | -0.59 | 0.59 | 53.9 |
| Oc1c(Br)cc(Br)cc1CN1CCN(Cc2ccccc2)CC1 | -0.87 | -0.48 | 7.1 |
| NC12CN3CN(CN(C3)C1)C2 (tested in a mixture with another compound) | 1.75 | 0.71 | -21.4 |
| Cc1ccc(S(=O)(=O)Cc2ccc(C(=O)N3CCC4(CC3)OCCO4)o2)cc1 | 1.31 | 1.03 | 31.8 |
| O=C1CC2OCC=C3CN4CCC56c7cc([N+](=O)[O-])ccc7N1C5C2C3CC46 (configuration not stated) | · | · | 58.3 |
| CCCCNC(=O)Nc1ccc(C(O)(C(=O)OCC)C(F)(F)F)cc1 (configuration not stated) | -0.72 | 0.82 | · |
| CN(C)c1cc(N)c2c(n1)CCC2 (tested in a mixture with another compound) | -0.22 | -0.89 | -33.3 |
| Cn1c(=O)c2nncnc2n(C)c1=O | -1.18 | -0.88 | 7.1 |
| CCN1CC=C(c2c[nH]c3ccccc23)CC1 | 0.26 | 0.57 | -270.8 |
| NC(=S)/N=C/c1c(O)[nH]c(=O)[nH]c1=O | · | · | 20.0 |
| c1ccc(-c2nc(N3CCOCC3)s[n+]2-c2ccccc2)cc1 | 0.14 | -0.04 | · |
| COc1ccc(N2C(=O)NC(=O)C(CCc3ccncc3)(CCc3ccncc3)C2=O)cc1 | -0.2 | 0.13 | -71.4 |
| COc1ccc([N+](=O)[O-])cc1N=Cc1c(O)n(CCc2ccccc2)c(=O)n(C(C)C)c1=O | -0.04 | -0.12 | 21.4 |
| O=C(Nc1ccc2ccccc2c1)c1nn(C23CC4CC(CC(C4)C2)C3)cc1Br | 0.31 | 0.95 | · |
| CCOc1ccc(C2SCC(=O)Nc3c2c(=O)[nH]n3C2CCCCCC2)cc1 (configuration not stated) | 0.3 | 0.27 | · |
